Bioassay records (PubChem)
STK33 inh – inhibitors of purified STK33 kinase, primary screen, biochemical, ADP-Glo luminescence, homogeneous, cell-free; Serine/threonine-protein kinase 33 (Homo sapiens), Q9BYT3; MBP phosphorylation; inhibition, % at 10 µM; 320,000 compounds, 0.073% hits; AID 2661, 2010;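 active means inhibition at or above 25%, using the most active replicate where run in duplicate; inactive means inhibition below 25%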
Target sequence (Q9BYT3 whole entry, looked up): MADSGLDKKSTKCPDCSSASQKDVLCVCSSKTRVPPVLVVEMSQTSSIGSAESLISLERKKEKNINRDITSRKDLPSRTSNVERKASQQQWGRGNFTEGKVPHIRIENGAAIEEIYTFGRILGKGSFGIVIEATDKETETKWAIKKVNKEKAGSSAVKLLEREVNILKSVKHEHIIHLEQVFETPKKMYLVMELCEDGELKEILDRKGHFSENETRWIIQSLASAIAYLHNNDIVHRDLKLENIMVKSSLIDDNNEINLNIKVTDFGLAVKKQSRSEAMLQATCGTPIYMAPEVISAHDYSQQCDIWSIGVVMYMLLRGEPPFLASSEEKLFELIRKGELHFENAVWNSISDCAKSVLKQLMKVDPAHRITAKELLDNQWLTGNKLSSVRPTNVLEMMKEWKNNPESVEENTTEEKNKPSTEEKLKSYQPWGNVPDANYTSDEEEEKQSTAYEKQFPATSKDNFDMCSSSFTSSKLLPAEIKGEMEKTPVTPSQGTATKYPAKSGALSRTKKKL
OX1R antag-1 – antagonists of human orexin 1 receptor (OX1R). AID 485270, 2010. 330,000 compounds, 1.8% hits. Orexin/Hypocretin receptor type 1 (Homo sapiens), O43613. inhibition, % at 6.6 µM. OX1R-expressing cells, FRET antagonist read-out; in the data active means inhibition mostly above about 38%, no sharp cut-off; inactive means mostly below about 40%;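 further: 0% = agonist challenge alone and 100% = reference antagonist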
Target sequence (O43613 whole entry, looked up): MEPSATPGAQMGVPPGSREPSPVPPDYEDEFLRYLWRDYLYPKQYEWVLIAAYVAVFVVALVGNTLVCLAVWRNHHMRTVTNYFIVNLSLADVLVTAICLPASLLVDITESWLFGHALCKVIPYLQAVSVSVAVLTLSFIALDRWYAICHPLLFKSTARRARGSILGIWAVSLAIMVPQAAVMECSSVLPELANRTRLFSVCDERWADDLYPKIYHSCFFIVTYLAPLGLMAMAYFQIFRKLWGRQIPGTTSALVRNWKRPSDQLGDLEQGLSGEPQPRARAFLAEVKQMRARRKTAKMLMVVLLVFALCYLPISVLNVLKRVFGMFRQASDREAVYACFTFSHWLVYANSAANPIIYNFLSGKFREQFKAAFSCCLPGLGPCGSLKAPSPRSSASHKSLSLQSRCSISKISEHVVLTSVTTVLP
OX1R antag-2 – OX1R (HCRTR1) antagonists, primary screen, fluorescence, CHO/OX1R cells, Fluo-8 calcium, orexin A; Orexin/Hypocretin receptor type 1 (Homo sapiens), O43613; Fluo-8 calcium fluorescence; inhibition, % at 5 µM; 330,000 compounds, 0.43% hits; AID 434989, 2010;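 active means inhibition above its plate's threshold, mean inhibition of all tested compounds on the plate plus 3 SD, cut at about 37% in these data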;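 further: 0% = orexin A challenge wells and 100% = SB-334867-A antagonist wells; not every result past the cut was called active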
* hit, by the source's call.

Screening CCC(C)(C)C1CCC2(CC1)NC(=O)N(CC(=O)NCCc1c[nH]c3ccccc13)C2=O (stereo not drawn) returned STK33 inh -0.2, OX1R antag-1 -1.1 and OX1R antag-2 -4.0.
Screening COC(Cc1n[nH]c(=S)n1-c1ccccc1)OC returned STK33 inh -1.2, OX1R antag-1 9.2 and OX1R antag-2 -9.9.
Screening Cc1nn(-c2ccccc2)c(Cl)c1C(=O)OC(C)C(=O)NC(=O)NC1CCCCC1 (stereo not drawn) returned STK33 inh -0.7, OX1R antag-1 1.6 and OX1R antag-2 -46.5.
For COc1ccc(C(C(=O)NCc2ccccc2)N(C(=O)c2snc(C(N)=O)c2N)C2CCCC2)cc1O (stereo not drawn) the results were STK33 inh -1.4, OX1R antag-1 43.5 and OX1R antag-2 -33.2.
`CC(C)=NNc1nc2sc3c(c2c(=O)[nH]1)CC(C)(C)OC3` gave STK33 inh 0.0, OX1R antag-1 19.5 and OX1R antag-2 -39.6.
For CCn1c(SCC(=O)c2ccc3c(c2)OCCO3)nnc1-c1ccco1 the results were STK33 inh -0.3, OX1R antag-1 57.7 and OX1R antag-2 -0.7.
COc1ccc2oc(C(=O)OC/C(O)=C(\C#N)c3nc4ccccc4[nH]3)c(C)c2c1 was read as STK33 inh 0.0, OX1R antag-1 10.5 and OX1R antag-2 -19.4.
Screening CC(NC(=O)CSc1nnc(-c2cc3cc(Cl)ccc3o2)n1C)c1ccccc1 (stereo not drawn) returned STK33 inh -3.5, OX1R antag-1 54.4* and OX1R antag-2 -25.8.
O=C(Cn1c(=O)n(-c2ccc(F)cc2)c(=O)c2sccc21)N1CCCC1 was read as STK33 inh -0.9, OX1R antag-1 -2.4 and OX1R antag-2 6.6.
For N/C(Cc1ccc([N+](=O)[O-])cc1)=N\OC(=O)C1CCCCC1 the results were STK33 inh -1.7, OX1R antag-1 2.1 and OX1R antag-2 -17.8.
`Cc1cc(C)c2c(=O)[nH]c(SCC(=O)N3CCOCC3)nc2n1` gave STK33 inh 0.2, OX1R antag-1 16.9 and OX1R antag-2 -3.9.
For CCc1ccccc1NC(=O)NCc1ccccn1 the results were STK33 inh 0.2, OX1R antag-1 37.2 and OX1R antag-2 6.1.
`Cc1cc2cc(CN(Cc3nnnn3C3CCCCC3)CC3CCCO3)c(=O)[nH]c2cc1C` (stereo not drawn) gave STK33 inh 0.3, OX1R antag-1 -3.2 and OX1R antag-2 -11.4.
`Oc1ccccc1CNCc1ccccc1` gave STK33 inh -0.6, OX1R antag-1 30.4 and OX1R antag-2 13.7.
Cc1ccccc1CSCC(=O)Nc1ccccc1F was read as STK33 inh -0.1, OX1R antag-1 15.9 and OX1R antag-2 -21.4.
Screening CC[C@@H]1CCCCc2ccccc2[C@H](C(=O)C[C@@H](O)CC(C)=O)OC1=O returned STK33 inh -1.6, OX1R antag-1 7.3 and OX1R antag-2 -27.1.
For O=C(NN1CCOCC1)c1ccc(S(=O)(=O)N2CCCCC2)cc1 the results were STK33 inh 0.5, OX1R antag-1 -3.9 and OX1R antag-2 -7.9.
CN1CCC(N(C)C(=O)c2ccc(Cl)c(S(=O)(=O)N3CCc4ccccc43)c2)CC1 was read as STK33 inh 1.9, OX1R antag-1 9.2 and OX1R antag-2 -13.1.
For O=S(=O)(Nc1nccs1)c1ccc(Br)cc1 the results were STK33 inh -0.6, OX1R antag-1 29.6 and OX1R antag-2 -5.9.
`CN(C)C(CNC(=O)c1ccc(Br)cc1)c1ccco1` (stereo not drawn) gave STK33 inh -0.1, OX1R antag-1 15.6 and OX1R antag-2 -11.0.
`C/C(CC(=O)c1ccccc1)=N\NC(=O)CC#N` gave STK33 inh -1.2, OX1R antag-1 11.0 and OX1R antag-2 -6.2.
CCN(CC)P(=O)(/C(Cl)=C\Nc1c(C)n(C)n(-c2ccccc2)c1=O)N(CC)CC was read as STK33 inh -2.0, OX1R antag-1 8.5 and OX1R antag-2 -10.0.
`O=C(C1CCN(S(=O)(=O)N2CCCCC2)CC1)N1CCCCC1` gave STK33 inh -0.5, OX1R antag-1 10.0 and OX1R antag-2 -7.6.
c1ccc(-c2oc3ncnc(NCCCn4ccnc4)c3c2-c2ccccc2)cc1 was read as STK33 inh 8.0, OX1R antag-1 22.0 and OX1R antag-2 -1.5.

Filtered by structure, those above with an NH in an aromatic ring (6)
Screening CCC(C)(C)C1CCC2(CC1)NC(=O)N(CC(=O)NCCc1c[nH]c3ccccc13)C2=O (stereo not drawn) returned STK33 inh -0.2, OX1R antag-1 -1.1 and OX1R antag-2 -4.0.
Screening COC(Cc1n[nH]c(=S)n1-c1ccccc1)OC returned STK33 inh -1.2, OX1R antag-1 9.2 and OX1R antag-2 -9.9.
`CC(C)=NNc1nc2sc3c(c2c(=O)[nH]1)CC(C)(C)OC3` gave STK33 inh 0.0, OX1R antag-1 19.5 and OX1R antag-2 -39.6.
COc1ccc2oc(C(=O)OC/C(O)=C(\C#N)c3nc4ccccc4[nH]3)c(C)c2c1 was read as STK33 inh 0.0, OX1R antag-1 10.5 and OX1R antag-2 -19.4.
`Cc1cc(C)c2c(=O)[nH]c(SCC(=O)N3CCOCC3)nc2n1` gave STK33 inh 0.2, OX1R antag-1 16.9 and OX1R antag-2 -3.9.
`Cc1cc2cc(CN(Cc3nnnn3C3CCCCC3)CC3CCCO3)c(=O)[nH]c2cc1C` (stereo not drawn) gave STK33 inh 0.3, OX1R antag-1 -3.2 and OX1R antag-2 -11.4.

Later entries:
CC(C)=CCC/C(C)=C/CC(C)(C)CNCCN1CCNCC1 was read as STK33 inh -0.4, OX1R antag-1 6.1 and OX1R antag-2 -35.0.
For Cc1cc(C)nc(N/N=C/c2ccc(N3CCOCC3)cc2)n1 the results were STK33 inh 1.5, OX1R antag-1 34.1 and OX1R antag-2 -9.1.
`CN(C)S(=O)(=O)n1cc(/C=C(\NC(=O)c2ccccc2)C(=O)NCCCN2CCOCC2)c2ccccc21` gave STK33 inh -1.1, OX1R antag-1 8.7 and OX1R antag-2 -28.1.
CCc1ccccc1S(=O)(=O)Cc1ccc(C(=O)NCc2ccc3c(c2)OCO3)o1 was read as STK33 inh -2.2, OX1R antag-1 12.2 and OX1R antag-2 -10.8.
For Oc1[nH]c(N=C2N=c3ccccc3=N2)c2ccccc12 the results were STK33 inh -1.0, OX1R antag-1 -6.7 and OX1R antag-2 -7.6.
Screening COc1ccc(CCNC(=O)C2CC(c3ccccc3[N+](=O)[O-])=NO2)cc1 (stereo not drawn) returned STK33 inh -0.3, OX1R antag-1 26.8 and OX1R antag-2 -29.0.
For COc1cccc(CN2CC(C(=O)NCCOc3cccnc3)CCC2=O)c1 (stereo not drawn) the results were OX1R antag-1 14.9 and OX1R antag-2 -21.0.
Screening COC(=O)C1CCN(C(=O)COC(=O)c2oc3ccccc3c2C)CC1 returned OX1R antag-1 26.1 and OX1R antag-2 -9.3.
`CN(CC(=O)Nc1cccc(F)c1)CC(=O)N1CCc2ccccc21` gave STK33 inh -0.2, OX1R antag-1 -1.5 and OX1R antag-2 -19.8.
For Cc1cc(C)c(S(=O)(=O)Nc2cccc(/C=C/C(=O)O)c2)c(C)c1 the results were STK33 inh -0.2, OX1R antag-1 18.6 and OX1R antag-2 -5.6.
`COC(C[C@@H]1O[C@@H]1C(=O)[C@H](C)OCc1ccccc1)OC` gave STK33 inh -0.9, OX1R antag-1 5.0 and OX1R antag-2 -6.3.
For COc1ccc(NC(=S)NC2CCS(=O)(=O)C2)cc1 (stereo not drawn) the results were STK33 inh -2.1, OX1R antag-1 11.6 and OX1R antag-2 8.0.
Screening Cc1ccc(-c2c3c([nH]c(=S)c2C#N)CCCC3)o1 returned STK33 inh 0.9, OX1R antag-1 14.9 and OX1R antag-2 -5.6.
O=C(N/N=C/c1cc(O)ccc1[N+](=O)[O-])c1ccc2c(c1)OCCO2 was read as STK33 inh 0.9, OX1R antag-1 39.7 and OX1R antag-2 -10.5.
For COc1ccc(C(C)(C)C)cc1NC(=O)Nc1ccc2c(c1)OCO2 the results were STK33 inh -0.9, OX1R antag-1 28.5 and OX1R antag-2 -21.0.
Screening O=C(Nc1ccccc1NC(=O)NC1CCCCC1)NC1CCCCC1 returned OX1R antag-1 3.7 and OX1R antag-2 -25.6.
`CCOC(=O)c1c(CN2CCCCC2)n(C)c2cc(Br)c(O)c(CN(C)C)c12` gave STK33 inh 0.4, OX1R antag-1 17.6 and OX1R antag-2 -37.2.
O=C(O)CC(CNS(=O)(=O)c1cccc2nsnc12)c1ccccc1 (stereo not drawn) was read as STK33 inh -0.4, OX1R antag-1 29.2 and OX1R antag-2 -4.7.
For COc1ccc(S(=O)(=O)N2CCCC(C(=O)NC3CCCCC3)C2)cc1 (stereo not drawn) the results were STK33 inh -1.4, OX1R antag-1 21.4 and OX1R antag-2 -20.1.
For CN(C)C=Nc1nonc1-c1ccc(Cl)cc1 the results were STK33 inh -0.5, OX1R antag-1 2.4 and OX1R antag-2 -7.9.
O=C(NCCc1ccccc1)c1ccc2nc(N3CCOCC3)sc2c1 was read as STK33 inh -1.1, OX1R antag-1 16.2 and OX1R antag-2 -19.2.
For CC1(C)[C@@H](O)CC[C@]2(C)C3C(O)C=C4[C@H]5C[C@@](C)(C(=O)O)CC[C@]5(C)CC[C@]4(C)[C@]3(C)CC[C@@H]12 (stereo partly drawn) the results were STK33 inh 1.0, OX1R antag-1 17.1 and OX1R antag-2 1.2.
COCCN(C(=O)c1cc(-c2ccncc2)nc2ccccc12)c1c(N)n(CC(C)C)c(=O)[nH]c1=O was read as STK33 inh -1.1, OX1R antag-1 20.6 and OX1R antag-2 1.9.
CC(=O)c1cccc(NS(=O)(=O)c2cc(OCC(N)=O)c(C)cc2Cl)c1 was read as STK33 inh 0.7, OX1R antag-1 8.6 and OX1R antag-2 -8.7.
`O=C(CN(Cc1ccc(F)cc1)C(=O)Cn1nnc2ccccc21)NCC1CCCO1` (stereo not drawn) gave STK33 inh -1.5, OX1R antag-1 7.9 and OX1R antag-2 -1.6.
`O=C(NCC1COc2ccccc2O1)C1CCN(S(=O)(=O)c2ccc(Cl)cc2)CC1` (stereo not drawn) gave STK33 inh -0.8, OX1R antag-1 2.9 and OX1R antag-2 -6.0.
CN(C)c1ccc(/C=N/NC(=O)CCC(=O)NCc2ccccc2)cc1 was read as STK33 inh -0.6, OX1R antag-1 13.8 and OX1R antag-2 -2.2.
O=C1CCCC(=O)N1c1ccc(NCCOCCO)c([N+](=O)[O-])c1 was read as STK33 inh -1.0, OX1R antag-1 50.2 and OX1R antag-2 -0.1.
Screening Cn1c(=O)oc2cc(NC(=O)CCl)ccc21 returned STK33 inh 0.2, OX1R antag-1 0.6 and OX1R antag-2 0.4.
`O=C(CCc1nc2ccccc2c(=O)[nH]1)OCc1cccc(C(F)(F)F)c1` gave STK33 inh -1.0, OX1R antag-1 19.4 and OX1R antag-2 -8.0.
For Fc1ccccc1OCCSc1nnnn1-c1ccccc1 the results were STK33 inh 3.3, OX1R antag-1 14.3 and OX1R antag-2 -24.9.
For CC1CC(C)CN(C(=O)C(C)N(C)CC(=O)Nc2ccc(Cl)cc2)C1 (stereo not drawn) the results were STK33 inh 1.0, OX1R antag-1 12.4 and OX1R antag-2 -27.3.
For COc1ccc(NC(=O)C2CC2)cc1OC1CCCC1 the results were STK33 inh 1.1, OX1R antag-1 14.2 and OX1R antag-2 -25.0.
Cc1nc(NC(=O)COC(=O)CNC(=O)c2ccco2)c(Cl)cc1Cl was read as STK33 inh 0.6, OX1R antag-1 0.3 and OX1R antag-2 -8.7.
Screening Cc1ccc(C2=N/C(=C\N(C)C)C(=O)O2)cc1 returned STK33 inh -0.6, OX1R antag-1 12.4 and OX1R antag-2 -9.5.
`O=C(c1cccs1)N1CCN(C/C=C/c2ccccc2)CC1` gave STK33 inh 0.0, OX1R antag-1 11.7 and OX1R antag-2 -19.9.
`Cc1ccc(S(=O)(=O)N2CCOC2CNC(=O)C(=O)NCc2ccco2)cc1` (stereo not drawn) gave STK33 inh -0.2, OX1R antag-1 -6.0 and OX1R antag-2 -12.0.
Cc1cc(C(=O)N2CCCCCC2)cs1 was read as STK33 inh 0.0, OX1R antag-1 6.6 and OX1R antag-2 3.9.
CCN1C(=O)C(=O)c2cc(C)ccc21 was read as STK33 inh -3.7, OX1R antag-1 25.4 and OX1R antag-2 -8.2.
For Cc1nc2sc(C(=O)OC(C)C)c(N)c2c(C)c1C the results were STK33 inh -0.7, OX1R antag-1 7.2 and OX1R antag-2 -7.1.
`CN1CCN(/C=N/c2c(C#N)cnn2C)CC1` gave STK33 inh 0.3, OX1R antag-1 12.6 and OX1R antag-2 -13.9.
CN(C)c1cccc2c1c(NC(=O)Nc1ccc(Cl)cc1Cl)nn2C was read as STK33 inh -0.7, OX1R antag-1 4.7 and OX1R antag-2 -32.3.
COc1ccc(-n2cnnc2SCC(=O)Nc2ccccc2F)cc1 was read as STK33 inh -0.4, OX1R antag-1 11.1 and OX1R antag-2 8.6.
`CCOC(=O)N1CCN(C(=O)c2cc3c(=O)[nH]c4ccccc4c3s2)CC1` gave STK33 inh 3.4, OX1R antag-1 19.6 and OX1R antag-2 -12.4.

This is a random part of the collection, and some 2.2% of all compounds hit somewhere here.
